hIAP block: human IAP inhibition; inhibition, % at 10 µM; 0.12% of 330,000 active; purified IAP, CDP-Star luminescence, 30 min; AID 2544; P09923;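 active = inhibition reaching a set limit with compound at 10 µM in the primary screen, cut at about 35% in these data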;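 note: plate controls were DMSO wells with enzyme for no effect and no-enzyme buffer wells for full effect; values of inactives mirror those of a sister screen read the other way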
Target sequence (P09923 whole entry, looked up): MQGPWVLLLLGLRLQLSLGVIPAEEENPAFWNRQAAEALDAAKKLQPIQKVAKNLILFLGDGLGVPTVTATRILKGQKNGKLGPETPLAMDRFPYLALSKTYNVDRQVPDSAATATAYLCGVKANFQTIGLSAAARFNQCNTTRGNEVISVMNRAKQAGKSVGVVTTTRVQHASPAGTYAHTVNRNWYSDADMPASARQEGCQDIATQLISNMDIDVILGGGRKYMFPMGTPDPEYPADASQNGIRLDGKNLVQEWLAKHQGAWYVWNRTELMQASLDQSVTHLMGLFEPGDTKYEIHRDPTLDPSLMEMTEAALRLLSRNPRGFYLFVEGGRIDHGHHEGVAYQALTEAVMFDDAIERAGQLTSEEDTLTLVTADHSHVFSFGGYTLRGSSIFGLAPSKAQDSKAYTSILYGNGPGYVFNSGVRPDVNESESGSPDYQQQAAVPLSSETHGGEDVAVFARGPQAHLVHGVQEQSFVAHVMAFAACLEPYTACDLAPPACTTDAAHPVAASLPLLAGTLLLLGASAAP
HKDC1 inh: HKDC1 (human) hexokinase inhibition; recombinant HKDC1, G6PDH/diaphorase resazurin coupled fluorescence; AID 493160; 0.16% of 340,000 active; Q2TB90; inhibition, % at 20 µM;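 active = inhibition above about 35% when tested at 20 µM, limit read from the data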;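 note: plate controls were DMSO wells with enzyme for no effect and DMSO wells lacking enzyme for full effect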
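Assay system – recombinant HKDC1 (HK5) hexokinase enzyme, produced in-house · Input – HKDC1 at 5 µg/mL · Reagent – glucose plus 1 mM ATP as hexokinase substrates · Timing – 90 min reaction incubation at room temperature, dark · Measured by – G6PDH/diaphorase-coupled fluorescence, 1 mM NADP, 100 µM resazurin, 525/613 nm · Benchmarks – DMSO-enzyme wells negative, buffer-substituted wells positive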
ATG4B inh: blocks human ATG4B protease cleavage of LC3 substrate. Q9Y4P1. ATG4B cleavage of LC3-PLA2, NBD-HPC fluorescence, 1 h. inhibition, % at 8.33 µM. 0.51% of 340,000 active. AID 504462; in the data active = inhibition above about 40%
Target sequence (Q9Y4P1 whole entry, looked up): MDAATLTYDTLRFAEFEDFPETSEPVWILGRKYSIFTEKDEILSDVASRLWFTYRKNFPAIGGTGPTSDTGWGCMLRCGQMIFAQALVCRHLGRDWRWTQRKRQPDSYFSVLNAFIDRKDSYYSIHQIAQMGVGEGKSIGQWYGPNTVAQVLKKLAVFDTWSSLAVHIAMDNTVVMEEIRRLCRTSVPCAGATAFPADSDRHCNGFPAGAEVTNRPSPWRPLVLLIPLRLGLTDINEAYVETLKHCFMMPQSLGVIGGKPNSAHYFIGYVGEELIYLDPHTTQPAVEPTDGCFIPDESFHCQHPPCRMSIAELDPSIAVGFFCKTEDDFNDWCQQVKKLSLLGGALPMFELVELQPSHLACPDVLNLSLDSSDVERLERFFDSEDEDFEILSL
APOBEC3A inh: human APOBEC3A DNA deaminase inhibition. 0.41% of 330,000 active. recombinant A3A, FAM/TAMRA ssDNA deamination fluorescence. inhibition, % at 20 µM. AID 493011;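 active = at least 40% inhibition at 20 µM here, with at most 30% in a related deaminase screen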;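 note: plate controls were A3A with DMSO for no effect and wells lacking A3A enzyme for full effect; some results filed as inactive read as strong as hits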
PfGluPho inh: PfG6PD (Plasmodium falciparum) enzyme inhibition; PfGluPho enzyme, NADPH resazurin-diaphorase fluorescence; inhibition, % at 20 µM; 0.78% of 350,000 active;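 active = inhibition reaching at least a set limit at 20 µM in the primary screen, cut at about 59% in these data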;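 note: 0% = DMSO wells with substrate and 100% = DMSO wells lacking glucose-6-phosphate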
mIAP act: mouse IAP activation; activation factor at 10 µM; AID 2805; muIAP, CDP-Star luminescence, 30 min; stronger effect = higher value; 1 = vehicle-only enzyme signal, 0 = enzyme-free wells; 0.24% of 330,000 active;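 active = activation factor of at least 2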; note: the source names both 10 and 20 µM as test concentration; values of inactives mirror those of a sister screen read the other way
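System: Mouse IAP enzyme | Also added: CDP-Star substrate | Dosing: Compounds dispensed in DMSO | Schedule: 30 min enzyme-substrate-compound incubation at room temperature | Technique: Chemiluminescence readout | Control set: DMSO-only wells and no-enzyme negative control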
mIAP block: mouse IAP inhibition; purified mouse IAP, CDP-Star luminescence, 30 min; inhibition, % at 10 µM; 0.2% of 330,000 active;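 active = inhibition of at least 40% at 10 µM in the primary screen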;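 note: plate controls were DMSO with enzyme for no effect and no enzyme wells for full effect; values of inactives mirror those of a sister screen read the other way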
hIAP act: human IAP activation; P09923; purified human IAP, CDP-Star luminescence, 30 min; stronger effect = higher value; 1 = vehicle-only enzyme, 0 = enzyme-free background; activation factor at 10 µM; 0.16% of 330,000 active;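 active = activation factor of the enzyme at least 2-fold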; note: the source names both 10 and 20 µM as test concentration; values of inactives mirror those of a sister screen read the other way
* hit, by the source's call; . = not tested or not shown.

hIAP block	HKDC1 inh	ATG4B inh	APOBEC3A inh	PfGluPho inh	mIAP act	mIAP block	hIAP act	SMILES
8	-5	-1	5	12	0.94	6	0.93	CSc1nc2ccc(S(=O)(=O)N3CCc4ccccc43)cc2s1
-6	5	-17	-1	20	0.95	5	1.1	COc1cc(/C=C(\C#N)c2nc3ccc(C)cc3[nH]2)c([N+](=O)[O-])cc1OC
-23	-4	4	-1	-33	0.99	1	1.2	O=C(O)CSc1nnc(-c2cc3ccccc3o2)n1-c1ccccc1
-8	4	-3	-3	-4	0.88	12	1.1	CCOc1ccc(CCNC(=O)CSc2cc(=O)n(C)c3cc(Cl)ccc23)cc1OCC
15	-6	2	-2	-24	0.94	6	0.85	O=C(OCc1ccc([N+](=O)[O-])cc1)c1cc2ccccc2oc1=O
-3	-5	-2	-4	8	0.91	9	1	Cc1cccc(C)c1Nc1nnc(SCC(=O)NCCCN2CCCC2=O)s1
-4	.	.	-8	.	1.1	-7	1	COc1ccc(C)cc1NC(=O)C(c1ccccc1)N1CCNC(=O)C1 (configuration not stated)
16	0	-14	0	11	0.91	9	0.84	COc1ccc(C(CNC(=O)c2cccc(S(=O)(=O)Nc3ccc(C)cc3)c2)N2CCCCC2)cc1 (configuration not stated)
-11	-7	1	0	-18	0.94	6	1.1	COc1ccc(NC(=O)CSc2nnc(NC(=O)c3ccco3)s2)cc1
0	-2	-8	-1	0	1	0	1	COc1cccc(NC(=O)c2nn(C)c3c2CS(=O)(=O)c2ccccc2-3)c1
-3	-4	2	-2	-3	0.9	10	1	COc1cc2c(cc1OC)-c1nc3ccccc3c(=O)n1C(C)(C)C2
-18	0	-7	5	0	0.9	10	1.2	COC(=O)CCN1CCc2cc(N=Nc3ccc([N+](=O)[O-])cc3)ccc21
-18	6	11	-3	13	1	-1	1.2	COc1ccccc1CCC(=O)Oc1ccccc1C#N
2	-8	-2	3	3	0.98	2	0.98	CCc1nnc(N2C(=O)c3cccc4cccc(c34)C2=O)s1
7	2	-9	1	-11	1.1	-8	0.93	CCc1ccc2c(COC(=O)C3CSC4(C)CCC(=O)N34)cc(=O)oc2c1 (configuration not stated)
10	-2	2	-1	8	0.84	16	0.9	O=C(CSc1nnc(-c2ccccc2)o1)Nc1ccccc1F
0	-5	5	-7	2	0.91	9	1	Cc1ccc(C(=O)CCC(=O)Nc2ncccc2O)cc1
10	5	0	-4	-18	0.95	4	0.9	O=C(C1CC(=O)N(C2CCCC2)C1)N1CCN(c2ccccc2F)CC1 (configuration not stated)
17	1	-16	1	9	0.84	16	0.83	COc1cc(C(=O)NC(=S)Nc2ccc3c(c2)OCO3)cc(OC)c1OC
-4	-3	-5	-1	-5	1.1	-8	1	Cc1ccc(S(=O)(=O)N2CCC(=O)N(CCOCc3cccc(Cl)c3)CC2)cc1
-20	-12	-6	-2	31	1	-4	1.2	CC1=NN(C(C#N)c2ccccc2C)C(C)(C)C1 (configuration not stated)
10	-1	-3	-9	40	0.92	8	0.9	O=C(Nc1cccc2cccnc12)c1cccc([N+](=O)[O-])c1
11	-5	-3	1	3	1	-4	0.89	O=C(Cn1cc(C(=O)c2ccco2)c2ccccc21)NC1CC1
2	3	-12	-3	-5	0.93	7	0.98	CCc1noc(C)c1C(=O)Nc1nnc(C(CC)CC)s1
-9	-1	2	-3	1	0.87	13	1.1	Cc1cccc(Oc2ncc(-c3ccc(Cl)cc3)cn2)c1C
7	1	-10	0	19	0.88	12	0.93	CCOc1cccc(-c2cc(C(=O)Nc3ccon3)c3ccccc3n2)c1
-9	-5	10	2	-30	0.99	1	1.1	O=C(Nc1cccc(F)c1)c1cc(S(=O)(=O)N2CCC(C(=O)O)CC2)ccc1F
-9	-5	3	-8	-19	0.98	2	1.1	CCNc1c(NS(=O)(=O)c2ccc([N+](=O)[O-])cc2)c(=O)oc2ccccc12
-6	0	-5	2	-9	1.1	-6	1.1	CCN1CCCC1CNC(=O)c1ccc(N2CCCC2=O)cc1 (configuration not stated)
3	-1	-10	-4	-13	1.1	-10	0.97	CCOc1cc(C(=O)Nc2cc(C)on2)cc(OCC)c1OCC

Arranged by length of the SMILES (largest number first): part of the list above
hIAP block	HKDC1 inh	ATG4B inh	APOBEC3A inh	PfGluPho inh	mIAP act	mIAP block	hIAP act	SMILES
0	-2	-8	-1	0	1	0	1	COc1cccc(NC(=O)c2nn(C)c3c2CS(=O)(=O)c2ccccc2-3)c1
10	5	0	-4	-18	0.95	4	0.9	O=C(C1CC(=O)N(C2CCCC2)C1)N1CCN(c2ccccc2F)CC1 (configuration not stated)
-3	-5	-2	-4	8	0.91	9	1	Cc1cccc(C)c1Nc1nnc(SCC(=O)NCCCN2CCCC2=O)s1
2	-8	-2	3	3	0.98	2	0.98	CCc1nnc(N2C(=O)c3cccc4cccc(c34)C2=O)s1

Entries of single compounds as entered above. Screens in order: hIAP block, HKDC1 inh, ATG4B inh, APOBEC3A inh, PfGluPho inh, mIAP act, mIAP block, hIAP act
Results for CCOc1cc(C(=O)Nc2cc(C)on2)cc(OCC)c1OCC = 3, -1, -10, -4, -13, 1.1, -10, 0.97
Results for COc1ccc(C)cc1NC(=O)C(c1ccccc1)N1CCNC(=O)C1 (configuration not stated) = -4, ., ., -8, ., 1.1, -7, 1

Following part:
hIAP block	HKDC1 inh	ATG4B inh	APOBEC3A inh	PfGluPho inh	mIAP act	mIAP block	hIAP act	SMILES
-4	-7	11	-6	-7	1.1	-5	1	CCOc1ccc(S(=O)(=O)N(CC(=O)NN=C2CCN(C)CC2)c2ccc(C)cc2)cc1
-7	-7	-6	3	-16	1	-1	1.1	Nc1nonc1-c1nc2ccccc2n1CC(=O)Nc1ccccc1
0	-1	-6	-2	-10	1.1	-8	1	COc1ccc(C(Nc2ccc(S(=O)(=O)NCC3CCCO3)cc2)C(=O)NC(C)(C)C)cc1OC (configuration not stated)
-16	4	4	0	4	1	0	1.2	CCN1CCN(c2oc(-c3ccccc3C)nc2S(=O)(=O)c2ccccc2)CC1
7	-3	9	-6	-18	0.98	2	0.93	NS(=O)(=O)c1ccc(S(=O)(=O)N2CCCC2)cc1
9	4	-2	0	38	0.89	11	0.91	Cc1csc(N2CCN(c3cc4nc(-c5ccncc5)[nH]c4cc3Cl)CC2)n1
-12	3	-1	-5	-7	1.1	-6	1.1	CCCCCCCc1nc2nc(C)c(Br)c(=O)n2[nH]1
-23	-10	18	-1	19	0.77	23	1.2	Cc1nc(NC(=O)CSc2nnc(-c3ccc4c(c3)OCO4)o2)c(Cl)cc1Cl
1	3	25	2	5	0.89	11	0.99	Cc1ccc(C2=NN3C(C(=O)c4ccccc4)Oc4ccccc4C3C2)cc1 (configuration not stated)
16	-4	-4	9	1	1	-3	0.84	CC1CC(C)CN(C(=O)COC(=O)/C=C/c2ccco2)C1 (configuration not stated)
-16	-4	9	-4	3	1	-1	1.2	CCc1nonc1NC(=O)COc1cc(C)c(Cl)c(C)c1
-11	-5	16	3	-5	0.93	7	1.1	Cc1ccccc1CSCCNS(C)(=O)=O
-35	0	-1	-1	1	1	-2	1.3	CCC(=O)Nc1cc(-c2nnc(OC)c3ccccc23)ccc1N1CCOCC1
19	-7	-3	3	14	0.88	12	0.81	CCOC(=O)c1sc2cc([N+](=O)[O-])cc(SCCO)c2c1N
-8	2	-7	-1	4	0.95	5	1.1	CCOc1ncccc1C(=O)Nc1ccc2c(c1)OCCO2
1	-2	-7	-2	-23	0.96	4	0.99	O=C(O)CC1S/C(=N\N=C2CCCCCC2)N(c2ccccc2)C1=O (configuration not stated)
5	-4	2	-2	-15	0.88	12	0.95	Cc1ccc2oc(=O)c(/C=C(\O)c3cccs3)nc2c1
-13	-4	.	-5	11	0.98	2	1.1	COc1ccc(CNC(=O)Cn2cnc3c(SC)nc(N)nc32)cc1
9	-5	2	-3	0	0.92	8	0.91	COc1ccc(C)cc1NC(=O)CCCN1C(=O)C2CC=CCC2C1=O (configuration not stated)
-13	-6	-15	-15	-8	0.99	1	1.1	CNC(=O)c1sccc1SCc1c(Cl)cccc1Cl
6	-2	-6	-3	15	0.99	1	0.94	Cc1cc(C)n2nc(SCCOc3ccc(F)cc3)nc2n1
-1	6	4	0	11	0.98	2	1	S=c1[nH]nc(-c2cccc(Cl)c2)n1CCN1CCCCC1
6	0	-5	0	7	1.1	-14	0.94	COc1ccc(Nc2nc(NCCN3CCOCC3)nc(Nc3ccc(OC)cc3)n2)cc1
-4	-6	-10	-6	17	1	-1	1	C=CCn1c(C)cc(C(=O)CSc2n[nH]c(N)n2)c1C
-7	-9	-10	1	4	1	-4	1.1	Cc1ccc(C)c(NS(=O)(=O)c2ccc(OCC(=O)NCc3ccccn3)cc2)c1
-63	0	-13	-1	-21	0.85	14	1.6	COc1ccccc1/C=C/C(=O)NCC(=O)N=Nc1c(O)[nH]c2ccccc12
-55	-7	9	0	-44	0.88	12	1.5	O=C(CCNC(=O)c1ccccc1Cl)NNC(=O)c1ccccc1O
0	-1	-15	-2	9	0.87	13	1	CCOC(=O)c1nnn(CC(=O)N2N=C(c3ccc(Cl)cc3)CC2c2ccccc2)c1C(=O)OCC (configuration not stated)
-12	3	-7	-1	5	1	-2	1.1	O=C(Cn1cnc2sc3c(c2c1=O)CCCC3)NCC(=O)Nc1ccccc1F
-5	-6	-7	0	6	0.95	5	1.1	CCCNC(=O)C(=O)NCCC1=CCCCC1
5	4	-5	5	4	1	-4	0.95	CC1Cc2ccccc2N1C(=O)CSc1nc2ccccc2n1CC(=O)N1CCOCC1 (configuration not stated)
5	-4	2	3	10	0.95	5	0.95	Nc1ccc(-n2nncc2-c2ccc(Cl)cc2)cc1
21	7	-3	-2	67*	0.98	2	0.79	Oc1ccc(N2CCN(C(=S)NCCc3ccccc3)CC2)cc1
6	-8	-9	-2	0	0.91	9	0.94	Cc1ccc(Cn2c(=N)n(CC(O)c3ccco3)c3ccccc32)cc1 (configuration not stated)
-9	-2	1	1	22	0.88	12	1.1	CCN(CC)c1ccc(NC(=O)OC)cc1
-26	0	-4	1	6	0.81	19	1.3	O=C(c1ccc(Cl)cc1)C1CCN(C(=O)c2ccc(F)cc2)CC1
3	0	14	4	5	1	0	0.97	Nc1nc(Nc2ccccc2)nc2ccccc12
10	-9	-11	-6	1	0.94	6	0.9	Cc1cc2c(c(=O)n1CCN(C)C)C(c1ccc(Br)cc1)C(C#N)=C(N)O2 (configuration not stated)
4	-4	3	0	-9	1	0	0.96	CN(C)S(=O)(=O)c1ccc(N2CCCC2)c(C(=O)OCC(=O)N2CCN(c3ccccc3)CC2)c1
-14	-2	4	2	6	0.97	3	1.1	Cc1ccc(S(C)=O)cc1-n1c(=O)n(Cc2ccccc2)c(=O)c2[nH]cnc21 (configuration not stated)
4	-4	-8	1	14	1.2	-15	0.96	O=S(=O)(/N=C(/c1ccccc1)N1CCOCC1)c1ccc(Br)cc1
5	-5	-12	-1	1	0.87	13	0.95	COc1ccc(C(=O)NCc2nnc(SCC(=O)Nc3cccc(F)c3)o2)cc1
8	0	0	-1	-1	0.91	9	0.92	CC(Oc1ccccc1)C(=O)NC1=NCCS1 (configuration not stated)
-6	1	-12	-1	-26	1	0	1.1	CC(Sc1ncn[nH]1)C(=O)c1c(N)n(C)c(=O)n(C)c1=O (configuration not stated)
3	-10	-2	3	-14	0.97	3	0.97	COc1ccc(NC(=O)COC(=O)[C@@H]2CCCN2C(=O)c2cccs2)cc1
14	-5	30	0	1	0.99	1	0.86	COc1ccc(C(=O)Nc2cccc(-c3ccc4nncn4n3)c2)cc1OC
9	-2	-5	4	-1	1.1	-12	0.91	COc1ccccc1N1CCN(C(=O)C2CCN(S(=O)(=O)c3ccc(C)cc3)CC2)CC1
-2	-15	13	0	-12	1	-1	1	O=C(Cc1ccccc1)Nc1c[nH]c(=O)[nH]c1=O
